LMPTP block: LMPTP (human) inhibition; inhibition, % at 20 µM; AID 651560; recombinant LMPTP-A, OMFP fluorogenic substrate, fluorescence intensity; 360,000 tested, 0.22% active;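 active = compounds that cut the enzyme signal by at least half of the control window in the single-dose screen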;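 also: plate controls were DMSO wells with enzyme plus substrate for no effect and substrate without enzyme for full effect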
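Assay system: LMPTP-A, protein tyrosine phosphatase of low molecular weight / Medium: pH 6.0 Bis-Tris buffer with DTT and Triton X-100 / Schedule: 50 min enzyme reaction at room temperature, protected from light / Measured by: endpoint fluorescence intensity from OMFP dephosphorylation / Read-out basis: % inhibition relative to no-enzyme and uninhibited control wells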
DNMT1 block: DNMT1 (human) enzyme inhibition. inhibition (reported as % activation of signal), % at 10 µM. AID 588458. P26358. DNMT1 molecular beacon, Hinp1I cleavage, fluorescence. 360,000 tested, 0.83% active; in the data active = inhibition above about 50%
MT1-MMP act inh: MT1-MMP (human) activation inhibition; HT1080 RFP-PRO-GFP cells, GFP/RFP ratio fluorescence, overnight; percent of plate control window, DMSO zero; 360,000 tested, 0.061% active; P50281; AID 651647; GFP/RFP ratio change, % at 20 µM;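 active = GFP/RFP ratio change of at least 30% with cell ATP level not reduced by more than half and red fluorescence within 50% of control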; also: strong numbers were not always called active
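Assay system: HT1080 cells carrying an RFP-PRO-GFP reporter | Dosing: Single dose of 20 µM compound, 1% DMSO final | Incubation: Cells overnight before dosing, compound overnight, 37 °C, 5% CO2 | Evaluation: GFP/RFP fluorescence ratio | Control set: DMSO and RFP-L50D-GFP cell wells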
Scp-1 inhibitor: blocks human Scp-1 phosphatase activity; Recombinant Scp1, phosphopeptide, malachite green phosphate absorbance; inhibition, % at 20 µM; 340,000 tested, 0.88% active; AID 493091;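 active = inhibition above about 50% at 20 µM, limit read from the data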;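 also: plate controls were DMSO wells with enzyme for no effect and wells lacking enzyme for full effect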
Target sequence (Q9GZU7 76-261 limits assumed): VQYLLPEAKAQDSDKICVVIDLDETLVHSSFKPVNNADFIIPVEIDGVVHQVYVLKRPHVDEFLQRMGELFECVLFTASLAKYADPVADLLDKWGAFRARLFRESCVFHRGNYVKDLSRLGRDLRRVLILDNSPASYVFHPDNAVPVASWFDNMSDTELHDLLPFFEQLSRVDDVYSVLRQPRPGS
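Test system: SCP-1 catalytic domain; Buffer or medium: Acidic Tris acetate buffer with magnesium and detergent; Also added: Phosphorylated 17-residue peptide substrate; Compound: single 20 µM dose, 1% DMSO; Schedule: enzyme reaction 45 min at room temperature, colour 5 min, stabilisation 30 min; Signal: Phosphate-binding colour reagent, absorbance read at 630 nm.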
STEP block: inhibitors of human striatal-enriched phosphatase STEP; P54829; recombinant STEP, OMFP fluorogenic substrate, fluorescence; inhibition, % at 20 µM; 360,000 tested, 0.25% active;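 active = inhibition at 20 µM, scaled per plate between control wells, above about 37%, limit read from the data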;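 also: 0% = DMSO with enzyme and substrate and 100% = substrate only without enzyme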
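Material: STEP (striatal-enriched tyrosine phosphatase) enzyme, cell-free; Compound dosing: 20 µM single dose in 1% DMSO; Technique: fluorescence read at 480 nm ex / 540 nm em; Times: reaction 20 min, ambient temperature; Medium: 50 mM Bis-Tris pH 6.0 with 2.5 mM DTT and 0.005% Tween 20; Also added: OMFP at 25 µM.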
SUMO1 PPI mod: SUMO1-SIM interaction modulation; AID 602429; SUMO1 binding to a labelled peptide, TR-FRET, 1 h; 360,000 tested, 0.33% active; inhibition, % at 20 µM; in the data active = inhibition above about 37%
SKN-1 block: blocks SKN-1 activity in C. elegans; inhibition, % at 21.8 µM; C. elegans VP596 Pgst-4::GFP/RFP ratio, acrylamide-induced, 24 h; 360,000 tested, 0.49% active;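 active = interference check ratio from 0.5 to 1.5 plus GFP to RFP signal ratio inhibition reaching or exceeding a fixed threshold, cut at about 30% in these data, passing the limit was not always enough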; also: some compounds called inactive have numbers as strong as hits
NadD inh: NadD (S. aureus) enzyme inhibition | 360,000 tested, 0.78% active | AID 602399 | purified NadD enzyme, colorimetric absorbance read-out | inhibition, % at 20 µM; in the data active = inhibition above about 26%; also: some compounds past the cut are filed as inactive
Rpn11 inh: Rpn11 (human) deubiquitinase inhibition | O00487 | AID 588493 | human 26S proteasome, Ub4-pepOG fluorescence polarization; 20S core pre-blocked with epoxomicin | 360,000 tested, 0.59% active | calls only at 20 µM;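 active = inhibition at 20 µM, scaled to each plate's controls, above about 33%, limit read from the data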
CendR NRP1 mod: alters CendR peptide binding to human NRP-1; FAM-RPARPAR peptide binding to NRP-1, fluorescence polarization; inhibition, % at 25 µM; 360,000 tested, 0.85% active; AID 602438;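 active = inhibition or corrected inhibition above about 18%, plus a signal ratio from 0.5 to 1.5, limit read from the data, passing the limit was not always enough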; also: strong numbers were not always called active
Target sequence (O14786 whole entry, looked up): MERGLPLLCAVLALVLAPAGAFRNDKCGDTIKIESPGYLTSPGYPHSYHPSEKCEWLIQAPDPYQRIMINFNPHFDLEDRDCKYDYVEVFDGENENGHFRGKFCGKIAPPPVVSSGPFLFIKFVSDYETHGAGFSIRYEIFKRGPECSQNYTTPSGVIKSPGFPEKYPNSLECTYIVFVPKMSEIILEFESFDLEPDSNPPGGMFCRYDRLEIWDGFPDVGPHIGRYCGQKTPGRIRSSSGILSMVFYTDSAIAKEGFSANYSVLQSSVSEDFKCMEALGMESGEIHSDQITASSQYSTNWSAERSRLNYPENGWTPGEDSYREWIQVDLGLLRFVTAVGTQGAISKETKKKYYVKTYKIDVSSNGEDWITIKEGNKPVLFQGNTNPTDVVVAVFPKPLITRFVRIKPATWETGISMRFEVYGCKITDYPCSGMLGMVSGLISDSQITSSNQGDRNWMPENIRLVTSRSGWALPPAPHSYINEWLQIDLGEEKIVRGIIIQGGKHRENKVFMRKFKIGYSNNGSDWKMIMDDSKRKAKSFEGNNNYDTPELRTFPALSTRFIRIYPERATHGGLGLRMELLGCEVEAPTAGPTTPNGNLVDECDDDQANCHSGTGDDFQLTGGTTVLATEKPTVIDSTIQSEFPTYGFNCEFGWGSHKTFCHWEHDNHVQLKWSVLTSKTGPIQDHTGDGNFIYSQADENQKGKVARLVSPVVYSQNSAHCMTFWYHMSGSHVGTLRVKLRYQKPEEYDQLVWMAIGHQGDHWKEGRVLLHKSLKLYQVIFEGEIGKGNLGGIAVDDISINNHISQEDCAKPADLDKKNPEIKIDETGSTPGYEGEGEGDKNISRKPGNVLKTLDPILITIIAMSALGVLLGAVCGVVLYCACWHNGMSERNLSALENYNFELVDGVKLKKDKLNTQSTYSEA
The depositor's hits bear a star; i = inactive; x = not tested or not shown.

SMILES	LMPTP block	DNMT1 block	MT1-MMP act inh	Scp-1 inhibitor	STEP block	SUMO1 PPI mod	SKN-1 block	NadD inh	Rpn11 inh	CendR NRP1 mod
O=C(Nc1ccc2c(c1)OCO2)c1cc(-c2ccncc2)nc2ccccc12	1.9	-15	-5	-7	2	-14	9	7	i	-18
O=C(Nc1ccc2c(c1)OCO2)c1ccc(CN2CCOCC2)cc1	0.5	-11	-1	0	2	0	4	-1	i	6
O=C(CN1CCOCCOCCN(CC(=O)Nc2ccccc2)CCOCC1)Nc1ccccc1	-3.1	0	-5	-7	-1	0	-6	1	i	4
COc1cc(C2c3cc4c(cc3OC(NCCc3ccccc3)C2C)OCO4)cc(OC)c1OC (stereo not given)	-1.3	-3	17	5	-1	-2	-2	-2	i	-1
C[C@@]12C(=O)N(c3cccc(F)c3)C(=O)N1[C@H](c1ccc(F)cc1)[C@@H]1C(=O)N(C3CCCCC3)C(=O)[C@@H]12	0.3	2	-1	-3	-4	-6	-11	0	i	21
CS(=O)(=O)N1N=C(c2cccs2)CC1c1ccccc1O (stereo not given)	0.2	1	-9	-1	0	-3	41*	-3	i	-32
O=C(Nc1cccc2ccccc12)N1CC=CCC1	0.3	-3	-11	-8	0	-9	4	5	i	3
CCOC(=O)c1c(NC(=O)COC(=O)C2CC2C)sc(C)c1C (stereo not given)	1.7	18	3	-4	2	1	6	-8	i	2
O=C(c1ccc(S(=O)(=O)NCc2ccco2)cc1)N1CCN(Cc2ccc3c(c2)OCO3)CC1	-0.2	-1	0	-3	-1	1	0	1	i	-1
O=C(O)/C=C/C(=O)Nc1ccc(NC(=O)c2ccccc2)c(Cl)c1	1.5	1	3	73*	3	6	-7	2	i	4
O=C(CSc1nnc2ccccn12)NC(=O)NC1CCCCC1	-0.7	-1	1	-3	1	-3	10	4	i	9
Clc1ccc(Cn2c(/C=C/c3ccco3)nc3ccccc32)cc1	9.0	35	-20	0	0	-1	5	34*	x	-90
CCn1cc(CCCC(=O)NCc2ccc(OC)cc2)c2ccccc21	2.0	-3	3	-10	13	8	-2	-5	i	3
Cc1cc(Cl)ccc1OC(C)C(=O)NCCc1ccc2c(c1)OCCO2 (stereo not given)	1.3	0	-3	-8	0	-6	1	-5	i	4
COc1ccc(N(CC(=O)Nc2nccs2)S(=O)(=O)c2c(C)[nH]c(=O)[nH]c2=O)cc1	-0.2	-1	0	-26	0	8	7	3	i	-1
CCNC(=S)N1CCN(c2ccccc2OCC)CC1	-1.1	6	3	4	-2	-1	11	-4	i	-1
Cc1cccc(NC(=S)NC2CC3CCCC(C2)N3Cc2ccco2)c1 (stereo not given)	0.5	-3	3	-5	4	-3	3	-11	i	6
COc1ccc(/C=C2\SC(=S)N(NS(=O)(=O)c3ccc(C)cc3)C2=O)c(OC)c1	1.7	5	-1	-18	4	-8	-5	14	i	-68
CN1CCSc2ccc(C(=O)Nc3ccc(Cl)cc3)cc21	2.1	-7	10	-13	0	-2	1	-6	i	-1
CC(C)(C)OC(=O)C[C@@H]1C/C=C\C[C@@H](CC(=O)N[C@@H](CO)Cc2ccccc2)C(=O)NC[C@@H](c2ccccc2)OC1=O	-1.1	1	3	-2	0	4	1	1	i	7
Cc1ccc(-c2nnn(CC(=O)N(c3ccccc3)C(C(=O)NCC3CCCO3)c3cccs3)n2)o1 (stereo not given)	0.5	33	0	-3	0	-3	2	2	i	10
COc1ccc(C2CC(=O)N(C)c3ccccc3S2)cc1 (stereo not given)	-0.4	-1	3	-9	2	-3	11	-3	i	2
Cc1ccc(NC(=O)Cn2c(CCC(=O)O)ccc2-c2ccc(Cl)cc2)cc1	-0.4	0	-4	-4	0	1	18	-5	i	6
COc1cc(/C=C2/SC(=S)N(CC(=O)O)C2=O)ccc1OC(=O)c1cccs1	4.0	0	-30	26	0	2	3	5	i	-33
CCc1cc(=O)oc2c3c(cc(OCC(=O)NCCCOC)c12)OC(C)(C)CC3	-1.9	0	0	-2	1	-1	-5	-2	i	2
Oc1ccc(Nc2ncnc3ccccc23)cc1	4.9	-1	-1	5	-1	3	-19	-3	i	9
Cc1ccc(NC(=O)c2ccc3c(SCC(=O)O)c4c(nc3c2)CCCC4)c(Br)c1	2.2	-3	2	-3	4	-29	-7	12	i	-2
Cc1ccc(NC(=O)Cn2cccc2)cc1C	-1.9	-6	-2	-1	-3	2	13	-8	i	8
CN1/C(=C\C(=S)NC(=O)c2ccc([N+](=O)[O-])cc2)C(C)(C)c2ccccc21	3.2	5	42*	5	0	-5	22	7	i	-4
CC(=O)N1c2ccc(S(=O)(=O)NCCc3ccc(Cl)cc3)cc2CC1C (stereo not given)	-0.8	-1	1	-7	0	-2	11	-5	i	6
NC(=O)C1(c2ccccc2)CCCN1C(=O)c1ccccc1Br (stereo not given)	-0.7	30	1	-1	1	3	-5	-8	i	-2
Clc1cccc(-c2ccc(C3Nc4cccc5cccc(c45)N3)o2)c1	53*	44	1	11	0	15	4	52*	i	1
CCOC(=O)Cn1nc(NC(=O)c2cc(OC)cc(OC)c2)cc1C	-0.4	29	3	-2	-4	3	-18	-1	i	7
CCN(Cc1ccccc1)S(=O)(=O)c1ccc(S(=O)(=O)N(Cc2ccccn2)Cc2ccco2)cc1	0.4	7	4	-2	-1	-1	3	6	i	0
Cc1[nH][nH]c(=O)c1C(c1ccc(-c2ccc(Cl)cc2)o1)c1c(C)[nH][nH]c1=O	2.1	0	2	-8	1	4	8	5	i	14
COc1ccc(NS(=O)(=O)c2cc(-c3nnnn3C)ccc2OC)cc1	-1.7	1	-1	-4	0	0	23	2	i	6
CC(=O)c1sc(N/N=C/c2cccc([N+](=O)[O-])c2)nc1C	-1.0	8	-2	-4	2	-11	-16	8	i	3
CCN1C(=O)C(O)(CC(=O)c2cc(C)ccc2C)c2ccccc21 (stereo not given)	1.7	0	2	-2	-1	-4	1	-1	i	21
Nc1cc(C(=O)OCC(=O)c2ccc(CC(=O)N3CCOCC3)s2)ccc1Cl	8.2	2	-5	54*	2	-9	12	14	i	-19
COc1ccc(-n2c(C)cc(C(=O)CN3C(=O)c4ccccc4C3=O)c2C)cc1	2.2	-5	-6	-10	2	-7	0	-8	i	-4
O=C(c1ccncc1)N(Cc1ccco1)Cc1cc2ccccc2[nH]c1=O	-1.8	-1	5	-11	2	0	0	8	i	-14
CC(C)n1[nH]c2ccccc2c1=O	-0.1	-1	3	x	1	2	18	-5	i	16
Cn1ccnc1Sc1ccccc1[N+](=O)[O-]	0.0	0	-3	-9	2	-8	6	-7	i	12
COc1ccc(C(=O)NCC(=O)N2CCN(c3ccc(F)cc3)CC2)cc1	0.3	0	1	-5	1	0	19	-2	i	5
COCCN(CC(=O)NC1CCCCC1)C(=O)/C=C/C(=O)c1ccc(OC)cc1O	0.4	-9	0	-12	3	-4	-7	-1	i	19
COc1cccc(NC(=O)N2CCCC2C(=O)NC2CCCC2)c1 (stereo not given)	0.8	0	-2	-1	-1	2	1	3	i	-5
COc1ccc(C=NCC2OCCc3ccccc32)cc1OC (stereo not given)	-0.2	-1	-1	-4	3	1	3	-6	i	-14
CC1(NC(=S)N(CCO)CCO)CCS(=O)(=O)C1 (stereo not given)	-0.4	3	1	-5	-1	2	-2	2	i	12
COc1cccc(Oc2cnc(N)nc2-c2ccc(OC)cc2O)c1	0.7	-12	-8	-5	-4	-2	-2	-2	i	17
O=C(/C=C/c1ccc(F)cc1)NCC1(c2ccccc2)CCOCC1	-0.3	2	1	-4	0	-4	5	6	i	3
CC(=O)N1C(=O)N(C(C)=O)C2C1N(C)C(=O)N2C(C)=O (stereo not given)	-0.9	0	8	3	-1	-7	0	9	i	-6
CN=C1S/C(=C\c2ccc(O)c(OC)c2)C(=O)N1C	-0.3	-1	-5	-11	2	-33	2	-1	i	-12
CCc1nn(CC(=O)N2CCN(c3cc(C)ccc3C)CC2)c(=O)c2cc3occc3n12	-0.5	7	3	-5	0	2	-4	6	i	-1
CCOc1ccc2[nH]c3c(NCCc4ccc(OC)c(OC)c4)ncnc3c2c1	1.3	-1	13	-13	3	12	24	7	i	1
Cc1ccc(Cl)cc1N(CC(=O)NCc1ccc2c(c1)OCO2)S(C)(=O)=O	-1.2	-5	-7	2	-2	-2	8	-7	i	-4
COc1ccc(NC(=O)CNC(=O)N2CC(=O)Nc3ccccc32)cc1OC	-2.3	-5	1	-5	-2	-5	21	6	i	12
CCCCN1C[C@H](c2ccc(Br)cc2)[C@@H](CC(=O)Nc2ccc(Br)cc2)C1=O	1.3	2	-2	x	5	0	47*	0	i	-11
COc1ccc(Cc2nnc(NC(=O)Nc3ccccc3F)s2)cc1	0.1	28	4	-2	1	1	3	10	i	-1
O=C(CCN1CCN(c2ccccc2)CC1)NNC(=S)Nc1ccccc1Cl	-3.8	4	4	-17	-1	2	3	-6	i	-10
C/C(=N/NC(=O)CNC(=O)C1COc2ccccc2O1)c1ccc([N+](=O)[O-])cc1 (stereo not given)	0.9	-6	0	-3	2	-19	-6	0	i	-2
CCOc1ccc(CNC(=O)C2CCN(c3nn4c(=O)cc(C)nc4s3)CC2)cc1	-0.9	0	2	-8	5	6	7	7	i	-6
CCc1cccc2c(C(=O)COC(=O)[C@@H]3CC(O)CN3S(=O)(=O)c3ccccc3[N+](=O)[O-])c[nH]c12 (stereo not given in full)	-1.5	-7	2	-7	-3	-23	6	-5	i	-8

Pulled by structure from the entries so far, five records:
SMILES	LMPTP block	DNMT1 block	MT1-MMP act inh	Scp-1 inhibitor	STEP block	SUMO1 PPI mod	SKN-1 block	NadD inh	Rpn11 inh	CendR NRP1 mod
COCCN(CC(=O)NC1CCCCC1)C(=O)/C=C/C(=O)c1ccc(OC)cc1O	0.4	-9	0	-12	3	-4	-7	-1	i	19
C/C(=N/NC(=O)CNC(=O)C1COc2ccccc2O1)c1ccc([N+](=O)[O-])cc1 (stereo not given)	0.9	-6	0	-3	2	-19	-6	0	i	-2
Cc1ccc(-c2nnn(CC(=O)N(c3ccccc3)C(C(=O)NCC3CCCO3)c3cccs3)n2)o1 (stereo not given)	0.5	33	0	-3	0	-3	2	2	i	10
CCn1cc(CCCC(=O)NCc2ccc(OC)cc2)c2ccccc21	2.0	-3	3	-10	13	8	-2	-5	i	3
O=C(c1ccc(S(=O)(=O)NCc2ccco2)cc1)N1CCN(Cc2ccc3c(c2)OCO3)CC1	-0.2	-1	0	-3	-1	1	0	1	i	-1

Compound activity deposited in PubChem BioAssay by Sanford-Burnham Center for Chemical Genomics.
